Screening results: PubChem BioAssay, National Center for Advancing Translational Sciences (NCATS)
ERG-DNA inh – qHTS for Small Molecule Inhibitors of the ERG Ets/DNA interaction; Transcriptional regulator ERG (Homo sapiens), P11308; fluorescence polarization, His-ERG Ets domain / labelled DNA; Potency, µM (titrated, usually from 76.9 µM), without a hit: top-dose FP activity, negative = inhibition, most hits filed as inhibitors; 0.028% of 370,000 active; active = well fitted inhibition curve with a large enough effect in the polarisation, with a control signal flat; inconclusive = small, poorly fitted or top-dose-only effect, or effect the other way, or a change in a side signal; inactive = no such curve, though single readings can be large or run the other way; the % refers to the polarisation;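 also: polarization taken with two DNA probes labelled with fluorescein and Texas red; potency is read from the fitted curve at half-maximal effect; % of control where 0% means no effect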
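His-tagged ERG Ets domain (1 uM in the protein solution; 300mM KCl, 50mM Tris-HCl, 1mM EDTA, 1mM DTT, pH 7.5) received compound, then a probe mix of 5 nM fluorescein-DNA and 100nM Texas-615-DNA. Fluorescence polarization was read for both dyes.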
ALOX12 inh – Primary qHTS assay for inhibitors of human arachidonate 12S-lipoxygenase (ALOX12): Round 2 | purified 12hLO, xylenol orange hydroperoxide absorbance | Potency, µM (top dose mostly 108 µM), for the others: at the top dose activity change, negative = inhibition, hits mostly inhibitors | 1.1% of 580,000 active; also: potency is read from the fitted curve at half-maximal effect; % is scaled to controls: 0 for no effect and ±100 for the full control effect
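Purified human 12hLO (150 nM final) in 25 mM Hepes, 0.01% Triton X-100, pH 7.0 was preincubated 15 min at room temperature with compound. Then 40 uM arachidonic acid was added, 30 min. Hydroperoxide was read by Fe-XO absorbance ratio 573/405 nm.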
Pol eta inh – qHTS for Inhibitors of Polymerase Eta. recombinant Pol eta, fluorescent DNA replication assay. Potency, µM (top dose mostly 114 µM), without a hit: at the top dose activity change, negative = inhibition, actives largely listed as inhibitors. DNA polymerase eta (Homo sapiens), Q9Y253. 1.2% of 390,000 active. AID 588591, 2011; also: potency is read from the fitted curve at half-maximal effect; % is scaled to controls: 0 for no effect and ±100 for the full control effect
Target sequence (Q9Y253 whole entry, looked up): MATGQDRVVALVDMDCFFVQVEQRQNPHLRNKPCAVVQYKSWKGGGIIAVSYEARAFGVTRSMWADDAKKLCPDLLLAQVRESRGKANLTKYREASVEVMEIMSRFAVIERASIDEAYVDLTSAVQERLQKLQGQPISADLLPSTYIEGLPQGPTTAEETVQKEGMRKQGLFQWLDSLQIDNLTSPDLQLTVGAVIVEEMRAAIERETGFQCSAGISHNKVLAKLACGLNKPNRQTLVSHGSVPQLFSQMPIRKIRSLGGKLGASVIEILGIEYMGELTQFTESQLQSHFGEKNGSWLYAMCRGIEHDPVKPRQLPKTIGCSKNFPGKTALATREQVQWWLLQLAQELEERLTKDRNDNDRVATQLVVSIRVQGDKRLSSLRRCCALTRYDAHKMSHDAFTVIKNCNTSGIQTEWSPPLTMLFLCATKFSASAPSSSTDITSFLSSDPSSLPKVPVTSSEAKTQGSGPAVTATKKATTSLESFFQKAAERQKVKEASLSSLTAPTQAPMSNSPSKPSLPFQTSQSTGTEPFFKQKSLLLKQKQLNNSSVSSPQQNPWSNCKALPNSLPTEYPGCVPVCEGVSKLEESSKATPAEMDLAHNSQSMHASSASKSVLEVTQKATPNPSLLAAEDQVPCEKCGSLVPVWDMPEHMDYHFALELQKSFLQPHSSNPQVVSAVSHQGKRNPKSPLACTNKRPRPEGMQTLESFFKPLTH
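Fluorescent replication assay: 50 nM final substrate added after a 15 min room-temperature compound preincubation with 10 nM enzyme. Signal taken at 0 min and again at 10 min.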
APE1 inh – qHTS Assay for Inhibitors of the Human Apurinic/apyrimidinic Endonuclease 1 (APE1); 0.35% of 350,000 active; recombinant APE1, TAMRA/BHQ-2 abasic DNA cleavage fluorescence; Potency, µM (top dose mostly 65.8 µM), inactives show at the highest dose activity change, negative = inhibition, hits mostly inhibitors;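 also: potency is read from the fitted curve at half-maximal effect; plate controls were vehicle for no effect and reference inhibitor for full effect; nearly all actives have a fitted effect of over 55% in size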
Target sequence (P27695 whole entry, looked up): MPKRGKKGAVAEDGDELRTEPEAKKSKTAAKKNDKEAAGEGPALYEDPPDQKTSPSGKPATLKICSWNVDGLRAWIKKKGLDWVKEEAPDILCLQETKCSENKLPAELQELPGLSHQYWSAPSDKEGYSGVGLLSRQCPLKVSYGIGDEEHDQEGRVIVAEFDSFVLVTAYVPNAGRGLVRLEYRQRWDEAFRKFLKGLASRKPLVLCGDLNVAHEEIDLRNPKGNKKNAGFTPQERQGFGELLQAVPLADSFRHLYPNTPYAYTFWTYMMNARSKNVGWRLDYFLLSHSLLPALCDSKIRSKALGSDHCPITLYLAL
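Measures dequenching upon AP-site incision of a 5'-TAMRA/3'-BHQ-2 THF-containing duplex, 50 nM; human APE1 0.75 nM after 15 min room-temperature exposure to compound; kinetic three-point read at one-minute spacing.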
LDHA inh – qHTS assay for inhibitors of human lactate dehydrogenase | 0.15% of 480,000 active | AID 1347041, 2019 | activity change, % (values are at about 110 or 230 µM) | L-lactate dehydrogenase A chain (Homo sapiens), P00338 | purified LDHA, NADH/diaphorase-resazurin fluorescence; active compounds read low; in the data active = activity change below about -30%; inconclusive = mostly about -25% to -30%;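 also: plate controls were DMSO wells for no effect and wells without enzyme for full effect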
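Human LDH5 (2 nM) was incubated with 0.06 mM NADH and 0.2 mM pyruvate for 5 min at room temperature in Tris pH 7.4. Remaining NADH was coupled through diaphorase/resazurin, and resorufin fluorescence was read at 0 and 20 min.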
Pol beta inh – qHTS Assay for Inhibitors of DNA Polymerase Beta; Pol beta primer extension/strand displacement, fluorescence kinetic; Potency, µM (top dose mostly 114 µM), for inactives: at the top dose activity change, negative = inhibition, most hits filed as inhibitors; 1.3% of 340,000 active; AID 485314, 2010; also: potency is read from the fitted curve at half-maximal effect; % is scaled to controls: 0 for no effect and ±100 for the full control effect
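Preincubation: enzyme (10 nM) with compound, 15 min, RT. Reaction: substrate added to 50 nM final. Reads: 0 and 10 min. Analysis: normalized, Hill fit.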
RGS4 inh – Inhibitors of Regulator of G Protein Signaling (RGS) 4: qHTS. AID 504845, 2011. 0.039% of 390,000 active. Transcreener GDP fluorescence polarization, RGS4-accelerated GTP hydrolysis. Potency, µM (series often up to 114 µM), for inactives: at the highest dose activity change, negative = inhibition, usual class: inhibitors. Regulator of G-protein signaling 4 (Homo sapiens), P49798; also: potency is read from the fitted curve at half-maximal effect; % is scaled to controls: 0 for no effect and ±100 for the full control effect; nearly all actives have a fitted effect of over 75% in size; some results filed as inactive show a strong effect at the top dose
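MLSMR compounds (23 nl, pin-transferred) preincubated 10 min at room temperature with a 500nM (2x) first reagent, then RGS4 at 900nM (2x) plus Transcreener GDP mix added; fluorescence polarization (620/688 nm) read before and after 90 min at 30 °C.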
Apoferritin bind – qHTS Assay for Identification of Novel General Anesthetics. apoferritin/1-aminoanthracene competitive binding, fluorescence. 0.074% of 350,000 active. Potency, µM (doses to about 77.5 µM), without a hit: top-dose activity change, negative = displacement, actives largely listed as inhibitors. AID 485281, 2010. Ferritin light chain (Equus caballus), P02791; also: potency is read from the fitted curve at half-maximal effect; % is scaled to controls: 0 for no effect and ±100 for the full control effect; nearly all actives have a fitted effect of over 20% in size
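In PBS, apoferritin at 10 uM is loaded with 1-AMA from a 50% saturated solution. After 10 min of compound exposure at ambient temperature, reduced 535 nm fluorescence indicates probe displacement.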
Pol kappa inh – qHTS for Inhibitors of Polymerase Kappa. purified Pol kappa, fluorescent DNA synthesis assay, 10 min. Potency, µM (highest dose often 107 µM), without a hit: at the top dose activity, negative = inhibition, most hits filed as inhibitors. 0.53% of 400,000 active; also: potency is read from the fitted curve at half-maximal effect; % is scaled to controls: 0 for no effect and ±100 for the full control effect
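50 nM final substrate added after 15 min RT preincubation of 10 nM Pol kappa with compound; fluorescence read at 0 and 10 min.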
* hit, by the source's call; ? = inconclusive; / = no result given; & = joins results of further samples; ! = a repeat was not active; [ ] = dose if it differs, or a comment. Unless noted, calls follow the shape of the dose curve; as a rule, active = well fitted curve in the direction sought with a large enough effect; inconclusive = small, poorly fitted or top-dose-only effect, or another doubt; inactive = no such curve, though single readings can be large; an effect the other way counts as inactive or inconclusive. Some of the compounds tested (hit frequency here may not be typical).

SMILES	ERG-DNA inh	ALOX12 inh	Pol eta inh	APE1 inh	LDHA inh	Pol beta inh	RGS4 inh	Apoferritin bind	Pol kappa inh
Cc1cccc(CN2CCc3c([nH]c4ccccc34)C2)c1	-2%	19%	-18%	0%	-11	18%	-9%	-12%	1%
Cc1ccc2[nH]c3c(=O)n4c(nc3c2c1)SCC4	5%	0%	-6%	-1%	-3	-1%	15%	-11%	-10%
O=C(c1ccccc1CCc1ccccc1)N1CCN(c2ccccn2)CC1	-1%	-6%	-4%	-2%	1	-6%	1%	-16%	1%
CC1CC(C)CN(C(=O)Cn2ncc3c([nH]c4ccccc43)c2=O)C1 (centres undefined)	12%	-9%	-14%	38%	-3	1%	-64%[56.9 µM]	-4%	13%
COc1ccc(CN(CC(=O)NC2CCCCC2)C(=O)CCC(=O)Nc2nccs2)cc1	10%	-17%	-4%	-1%	-4	12%	6%	-4%	-8%
Cn1c(=O)oc2cc(S(=O)(=O)N3CCC(C(=O)NCCc4ccccc4)CC3)ccc21	-10%	0%	-6%	2%	0	-2%	9%	-3%	-4%
COc1ccc(NC(=O)C2(c3ccc(NC(=O)c4ccc(OC(C)=O)cc4)cc3)CCCC2)cc1	-2%	-21%	-3%	0%	0	19%	17%	-7%	-1%
Cc1ccc2c(C)c(C(=O)NCCN3CCCC(O)C3)oc2c1C (centres undefined)	5%	-16%	-8%	14%	3	11%	-45%	-7%	2%
COc1ccc(CNC(=O)CCC(=O)Nc2nnc(C(C)C)s2)cc1	18%	3%	-7%	1%	-14	28%	-4%	4%	-6%
O=C(CN1C(=O)/C(=C/c2ccc(F)cc2)SC1=S)N1CCN(CCc2ccccn2)CC1	2%	?	-28%	73%[activator]	-3	10%	3%[56.9 µM]	?	13%
CCC(=O)c1cn(CC(=O)Nc2ccc(C)cc2)c2ccccc12	-7%	?	-21%	-3%	-1	86%	-12%	-5%	-7%
CC(C(=O)N1CCOCC1)N1C(=O)C2C3CC(C(Br)C3Br)C2C1=O (centres undefined)	2%	-19%	-14%	0%	-2	0%	-18%	-2%	-3%
O=C(c1cnc(N2CCOCC2)c2ccccc12)N1CCN(c2ccccc2)CC1	0%	-20%	-13%	/	3	14%	-3%	3%	-7%[60.1 µM]
c1cc(CN2CCN(C3CCCCCC3)CC2)ccn1	8%	?	-20%	-4%	-18	10%	-17%[56.9 µM]	-15%	1%
CCOC(=O)Cc1n[nH]c(=O)c2ccccc12	-4%	7%	-17%	-3%	-15	2%	-4%	-3%	-12%
C=C(C)COc1ccc(-c2nc(N)ncc2-c2ccc(Cl)cc2)c(O)c1	3%	-1%	-25%	18%	1	?	-26%	?	1%
O=C(CSc1c2c(nc3ccc(Cl)cc13)CCCC2)NCc1ccco1	-4%	-10%	-2%	3%	-2	16%	-20%	-20%	-9%
O=C(Nc1ccccc1)C1CCCN(S(=O)(=O)c2ccc(-n3cnnn3)cc2)C1 (centres undefined)	1%	-8%	-15%	2%	0	24%	-14%	-13%	-6%
Cc1ccc(S(=O)(=O)c2nc(S(C)(=O)=O)sc2N2CCCCC2C)cc1 (centres undefined)	-8%	-25%	-9%	-19%	-4	30%	10%[56.9 µM]	-24%	-3%
Cc1ccc(-n2c(O)c(/C=N/NC(=O)C3COc4ccccc4O3)c3ccccc3c2=O)cc1 (centres undefined)	5%	-25%	?	?	2	-13%	-3%	57%[activator]	-9%
CCN(CC(=O)Nc1ccccc1C(=O)OC)S(=O)(=O)c1ccccc1	/	9%	7%	-6%	-9	-4%	-2%	-8%	-4%
N#Cc1ccsc1NC(=O)CCN1CCN(C(c2ccccc2)c2ccccc2)CC1	4%	-7%	-8%	29%	-10	1%	15%	4%	2%
NS(=O)(=O)c1ccc(CCNC(=O)CCCOc2ccccc2)cc1	-3%	4%	1%	-3%	-9	21%	3%	-1%	-9%
CSc1nc(-c2ccccc2)nc(NC(=O)c2ccccc2)c1C(C)=O	8%	-17%	-13%	-5%	-15	34%[activator]	6%	-6%	2%
COc1ccc(-c2nc(-c3cccs3)c(-c3cccs3)[nH]2)cc1OC	-1%	?	-13%	-3%	-3	89µM*	-20%	-15%	-23%
SMILES	ERG-DNA inh	ALOX12 inh	Pol eta inh	APE1 inh	LDHA inh	Pol beta inh	RGS4 inh	Apoferritin bind	Pol kappa inh
O=C(NC1CCCc2ccccc21)c1ccc(=O)[nH]c1 (centres undefined)	1%	2%	0%	11%	-1	-3%	10%	-4%	-16%
O=S(=O)(NCc1cccnc1)c1ccc(Cl)c(Cl)c1Cl	-2%	0%	5%	5%	-1	-15%	7%	-19%	-14%
C=C(c1ccc(OC)cc1)c1ccc(OC)cc1	-4%	-20%	-10%	13%	3	50%	8%	-5%	-7%
Cc1ccc(S(=O)(=O)Cc2ccc(C(=O)NCc3ccc4c(c3)OCO4)o2)cc1	0%	?	-16%	?	1	5.6µM*	34%	-13%	?
CCOc1ccc(S(=O)(=O)Nc2cc3c(C(=O)OCc4ccccc4)c(C)oc3c3ccccc23)cc1	1%	?	-3%	/	9	11%	18%	50%[activator]	-6%
O=C(O)COCC(=O)NCc1csc2ccccc12	15%	-6%	-3%	4%	-8	33%[activator]	-3%	-5%	-7%
CCC(=O)NCCc1cc2ccc(C)cc2[nH]c1=O	-6%	-8%	-6%	26%	0	14%	-3%	2%	8%
Cc1ccc(N2Cc3ccccc3C2=S)cc1	-7%	-1%	-12%	-4%	0	18%	6%	-23%	-5%
Cc1ccc(N2C(=O)CCSC23C(=O)N(Cc2ccccc2)c2ccccc23)cc1 (centres undefined)	-4%	-15%	-15%	/	5	14%	5%	-8%	-2%
O=S(=O)(c1ccccc1)c1nc(-c2cccc(Cl)c2)oc1N1CCOCC1	-3%&-14%	-27%&-12%	-6%&-11%	25%	-8&-2	4%&0%	15%&8%	-2%&33%	-7%&-5%
CC1=C(C(=O)N(C)Cc2ccccc2)C2(CCC(C)CC2)OC1=O (centres undefined)	0%	3%	-23%	-4%	0	4%	-18%	-9%	1%
Cc1ccccc1Cn1c(=O)n(Cc2ccc(Cl)cc2)c(=O)c2cccnc21	1%	-16%	0%	/	-15	13%	18%	-8%	-35%
Cc1ccc(-n2ncc3c2ncn2c(C)nnc32)cc1C	/	14%	0%	-2%	-9	4%	8%	-5%	-11%
CC(=O)Nc1ccc(S(=O)(=O)N2CCN(C(=O)Cc3ccccc3)CC2)cc1	3%	0%	1%	-1%	-16	-2%	?	2%	-7%
O=C(c1ccccc1)N1CCN(C(=S)NCc2ccc3c(c2)OCO3)CC1	-2%	-9%	-16%	4%	2	49%	-42%	-5%	14%
O=[N+]([O-])c1ccccc1S(=O)(=O)N1CCN(c2ccc(F)cc2)CC1	-8%	-2%	-20%	-13%	1	8%	2%	-22%	-2%
Cc1cc(C)c(S(=O)(=O)Nc2cnc3ccccc3c2)c(C)c1	0%	16µM*!	-7%	0%	-10&0	6%	20%	-14%	-6%
O=C(CNC(=O)c1ccccc1F)NCCc1ccccc1F	11%	26%	-6%	-7%	1	/	-17%	/	5%
C/C(=N\N1C(=O)CSC1=S)c1ccc(Br)cc1	51%[activator]	?	-27%	3%	6	38%[activator]	?	-6%	-45%
CCOC(=O)c1c(S(=O)(=O)NCC2CCN(Cc3cccc(F)c3)CC2)c(C)n(C)c1C	-13%	3%	-10%	31%	0	-2%	-11%	-7%	2%
Cc1ccc(S(=O)(=O)c2cnc(SCC(=O)Nc3ccc4c(c3)OCCO4)[nH]c2=O)cc1	-3%	?	-11%	/	4	0%	-10%	-6%	-6%
Cc1noc(C)c1NC(=O)Nc1ccc2c(c1)C(=O)N([C@H](C)CO)C[C@H](C)[C@@H](CN(C)S(=O)(=O)c1c(C)noc1C)O2	-1%	-8%	-9%	-27%	-10	/	1%	/	-11%
NS(=O)(=O)c1cccc(NC(=O)COC(=O)CNC(=O)c2ccc(-c3ccccc3)cc2)c1	6%	-24%	-21%	-9%	-5	/	3%	/	-14%
Cc1c(C)c2c(OCC(=O)N3CCC[C@H]3C(=O)O)cc3c(c2oc1=O)CCC(C)(C)O3	-3%	-8%	-6%	4%	2	-3%	16%	63%[activator]	-18%

Three of the entries above in order of the ERG-DNA inh value, ascending:
SMILES	ERG-DNA inh	ALOX12 inh	Pol eta inh	APE1 inh	LDHA inh	RGS4 inh	Apoferritin bind	Pol kappa inh
Cc1ccc(N2Cc3ccccc3C2=S)cc1	-7%	-1%	-12%	-4%	0	6%	-23%	-5%
Cc1c(C)c2c(OCC(=O)N3CCC[C@H]3C(=O)O)cc3c(c2oc1=O)CCC(C)(C)O3	-3%	-8%	-6%	4%	2	16%	63%[activator]	-18%
CCOc1ccc(S(=O)(=O)Nc2cc3c(C(=O)OCc4ccccc4)c(C)oc3c3ccccc23)cc1	1%	?	-3%	/	9	18%	50%[activator]	-6%
